Screens deposited in PubChem by several laboratories.
PrPC surface inh – inhibitors of human cell surface prion protein PrPC; P04156; TR-FRET read-out; inhibition, % at 13.8 µM; actives 0.43% (n = 370,000); in the data active = inhibition above about 24%; note: 0% = median of the test wells and 100% = reference compound wells
BoNT F protease – inhibitors of Botulinum neurotoxin F light chain protease; Multiplex microsphere protease cleavage assay, flow cytometry; inhibition, % at 10 µM; actives 0.22% (n = 360,000); AID 588497; in the data active = inhibition above about 35%, passing the limit was not always enough; note: plate controls were buffer without enzyme for full effect and enzyme alone for no effect
GDH-TPI inh – counter-screen for M. tuberculosis FBA inhibitors: GDH-TPI coupled enzymes; GDH-TPI coupled enzyme counterscreen, NADH absorbance; inhibition, % at 4.8 µM; actives 1.2% (n = 360,000);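 note: 0% = DMSO wells and 100% = wells lacking the enzyme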
FadD28 FP inh – inhibitors of Mycobacterium tuberculosis FadD28 bisubstrate binding; FadD28 bisubstrate probe binding, fluorescence polarization; inhibition, % at 12.5 µM; actives 0.22% (n = 360,000); AID 588549; in the data active = inhibition above about 8.5%, passing the limit was not always enough
BioA inh – blocks M. tuberculosis BioA enzyme activity. AID 602481. inhibition, % at 9.99 µM. purified M. tuberculosis BioA enzyme, plate reader. actives 0.096% (n = 360,000); in the data active = inhibition above about 40%
UGM FP inh – blocks M. tuberculosis UGM enzyme; P9WIQ1; purified UGM, fluorescence polarization probe displacement; inhibition, % at 10 µM; actives 0.06% (n = 320,000); AID 504406; in the data active = inhibition above about 10%, passing the limit was not always enough
Target sequence (P9WIQ1 whole entry, looked up): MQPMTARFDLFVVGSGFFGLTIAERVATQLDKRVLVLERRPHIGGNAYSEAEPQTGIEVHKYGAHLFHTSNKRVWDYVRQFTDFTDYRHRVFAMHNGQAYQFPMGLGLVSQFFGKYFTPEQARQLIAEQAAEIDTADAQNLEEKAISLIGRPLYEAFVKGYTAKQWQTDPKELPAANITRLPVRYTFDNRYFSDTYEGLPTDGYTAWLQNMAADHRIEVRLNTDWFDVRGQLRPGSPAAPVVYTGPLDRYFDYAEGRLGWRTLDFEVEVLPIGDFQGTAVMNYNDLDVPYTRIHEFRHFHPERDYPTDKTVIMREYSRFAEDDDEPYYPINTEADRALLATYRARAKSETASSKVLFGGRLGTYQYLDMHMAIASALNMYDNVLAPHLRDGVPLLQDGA
BoNT-A LC inh2 – BoNT A light chain protease inhibition; multiplex microsphere protease substrate cleavage, flow cytometry; inhibition, % at 10 µM; actives 0.17% (n = 360,000); AID 588499; in the data active = inhibition above about 30%; note: plate controls were buffer without enzyme for full effect and enzyme alone for no effect
CCHFV vOTU inh – CCHFV vOTU protease inhibition; inhibition, % at 11.5 µM; Pep-AMC fluorescence; actives 0.55% (n = 370,000); note: 0% = vehicle wells with enzyme and 100% = no enzyme wells
FBA Mtb inh – Mtb fructose-bisphosphate aldolase inhibition; P9WQA3; purified M. tuberculosis FBA, fluorescence read-out; inhibition, % at 1 µM; actives 2.3% (n = 360,000); AID 588726; in the data active = inhibition above about 27%;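 note: 0% = vehicle and 100% = reference inhibitor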
Target sequence (P9WQA3 whole entry, looked up): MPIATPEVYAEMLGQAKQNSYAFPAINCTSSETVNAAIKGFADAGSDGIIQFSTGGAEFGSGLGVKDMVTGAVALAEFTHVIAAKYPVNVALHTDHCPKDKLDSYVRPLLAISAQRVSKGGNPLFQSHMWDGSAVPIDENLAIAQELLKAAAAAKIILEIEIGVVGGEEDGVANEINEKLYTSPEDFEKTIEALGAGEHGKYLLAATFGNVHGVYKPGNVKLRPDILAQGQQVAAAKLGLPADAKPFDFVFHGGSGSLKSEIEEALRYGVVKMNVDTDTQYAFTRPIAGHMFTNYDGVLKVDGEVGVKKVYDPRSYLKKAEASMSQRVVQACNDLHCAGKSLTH
Active calls of the source: *; nt = not tested or not shown; & = joins results of further samples. Cut-off read from the data, not from the text of the source, unless noted: active = inhibition above about 30%; inactive = the rest.

1) CC(=O)c1cc2c(cc1NS(=O)(=O)c1ccc(C)cc1)OCCO2
2) O=c1onc(-c2cccnc2)n1-c1ccccc1F
3) ON=C1c2ccccc2-c2ccccc21
4) Cc1cc(C)c2c(CC(=O)NC(C)C)coc2c1
5) Cc1ccc(CCNC(=O)CS(=O)Cc2nc(-c3ccccc3Cl)oc2C)cc1 (stereo not drawn)
6) O=C(COC(=O)Cc1ccccc1[N+](=O)[O-])NC1CCCC1
7) N#Cc1ccc(CSc2nnc(NC(=O)c3ccc4ncsc4c3)s2)cc1
8) COc1ccc(NC(=O)CC(C)=O)c(OC)c1
Assay by compound | 1 | 2 | 3 | 4 | 5 | 6 | 7 | 8
PrPC surface inh | -6 | 0 | -7 | -2 | 7 | -6 | 8 | 4
BoNT F protease | -2 | nt | 3 | 1 | 12 | -4 | -20 | 19
GDH-TPI inh | 1 | 12 | 5 | 2 | 11 | -4 | 23 | 10
FadD28 FP inh | -3.1 | -2.9 | -0.7 | -0.6 | 0.1 | -2.4 | -0.6 | 0.9
BioA inh | -1.2 | -0.5 | 0.2 | nt | -2.2 | nt | nt | nt
UGM FP inh | 0.7 | -0.3 | 1.6 | 1.4 | -0.8 | -0.1 | -0.9 | nt
BoNT-A LC inh2 | 0.1 | nt | -2.4 | -1.0 | -1.0 | -0.7 | -3.3 | -6.9
CCHFV vOTU inh | 8 | 7 | -14 | 8 | 8 | -5 | 4 | -11
FBA Mtb inh | -2 | 3 | -1 | 1 | 2 | 4 | -5 | 2

9) COc1ccc(-c2ccc(=O)n(CC(=O)NCc3ccco3)n2)cc1
10) COc1ccc(NC(=S)N2CCN(C(=O)c3ccccc3)CC2)cc1
11) Cc1ccc(S(=O)(=O)/N=C(/Nc2cccc3ccccc23)c2ccc(F)cc2)cc1
12) COc1ccc(-c2cnnn2-c2ccc(NC(=O)c3ccco3)cc2)cc1OC
13) Cc1ccc(C)c(NC(=O)CSc2nc3ccccc3nc2N2CCOCC2)c1
14) CN(C)/C=N/NC(=O)c1ccccc1
15) Cc1cc(C)nc(Nc2ccc(C)c([N+](=O)[O-])c2)n1
16) Cc1noc(C)c1COc1ccc(C(=O)OCC(=O)OC(C)(C)C)cc1
Assay by compound | 9 | 10 | 11 | 12 | 13 | 14 | 15 | 16
PrPC surface inh | -11 | -1 | 6 | 4 | 4 | -1 | 8 | -2
BoNT F protease | 1 | -9 | -7 | 2 | 4 | 2 | -6 | 6
GDH-TPI inh | -5 | -2 | -4 | 4 | 7 | -7 | 6 | 0
FadD28 FP inh | -4.3 | -0.5 | -1.0 | -1.8 | -1.8 | -1.9 | -3.2 | 0.0
BioA inh | 0.3 | nt | 0.1 | -0.7 | -1.2 | -1.7 | 1.8 | nt
UGM FP inh | 0.5 | 0.4 | -3.5 | -0.6 | -2.6 | -0.6 | -1.9 | 1.8
BoNT-A LC inh2 | 0.1 | -0.2 | 1.0 | 0.4 | 0.0 | -1.9 | 0.1 | 0.6
CCHFV vOTU inh | 0 | -5 | 9 | -4 | -1 | 9 | 7 | 1
FBA Mtb inh | -1 | -1 | 2 | 2 | 1 | -6 | 1 | 8

17) CSc1ccc(S(=O)(=O)N(CC(=O)NN=C2CCN(C)CC2)c2ccc(C)cc2)cc1
18) CS(=O)(=O)Cc1nc2ccccc2n1CC(=O)Nc1cccc(S(=O)(=O)N2CCCC2)c1
19) COC(=O)C1=C(C)N(Cc2ccccc2)C(=NCCCOC(C)C)N[C@H]1c1ccccc1
20) O=C(Nc1ccc(Oc2cccnc2)cc1)c1ccc([N+](=O)[O-])cc1
21) CCOC(=O)c1cc(C)sc1NC(=O)CSc1nccn1C
22) O=C(CCCn1cnc([N+](=O)[O-])n1)Nc1cccc(Cl)c1Cl
23) CC(Oc1ccc(Cl)cc1)C(=O)NCC1CCCO1 (stereo not drawn)
24) O=C(/C=C/c1ccccc1)NCC(=O)N/N=C\c1cccnc1
Assay by compound | 17 | 18 | 19 | 20 | 21 | 22 | 23 | 24
PrPC surface inh | 0 | -1 | -10 | -3 | 5 | -9 | 2 | -1
BoNT F protease | -2 | -19 | 3 | -2 | -5 | -5 | -1 | -1
GDH-TPI inh | 7 | 0 | 0 | 9 | -2 | 6 | -1 | 7
FadD28 FP inh | -1.8 | -1.4 | -1.3 | 0.1 | -1.0 | -1.2 | nt | -0.7
BioA inh | -2.4 | -0.4 | -0.7 | nt | 2.5 | nt | -1.0 | nt
UGM FP inh | -0.3 | nt | -1.0 | 0.0 | 0.2 | 3.3 | -3.2 | -3.8
BoNT-A LC inh2 | 1.5 | -0.2 | 0.0 | -0.2 | 0.1 | -0.7 | 0.8 | 0.6
CCHFV vOTU inh | -1 | 3 | 11 | -4 | -7 | -8 | 2 | -2
FBA Mtb inh | 0 | 1 | -1 | 5 | -1 | 0 | 2 | 3

25) CCNC(=S)N1CCN(C(c2ccccc2)c2ccccc2)CC1
26) C[C@@H](NC(=O)c1ncn(C)c1C(=O)N[C@H](C)c1ccccc1)c1ccccc1
27) CC(=O)N1CCN(c2ccc(NC(=O)C(C)Oc3ccc(Cl)cc3Cl)cc2)CC1 (stereo not drawn)
28) CCOc1ccccc1-c1nc(SCC(=O)O)n[nH]1
29) Cn1c(NC(=O)C2CCCO2)cc(=O)n(C)c1=O (stereo not drawn)
30) Cc1cccnc1-n1c(C)nc2ccccc2c1=O
31) CCOC(=O)c1sc(N)nc1C(C)C
32) COc1ccccc1C1/C(=C(/O)c2ccc(OC(C)C)cc2)C(=O)C(=O)N1c1cc(C)on1 (stereo not drawn)
Assay by compound | 25 | 26 | 27 | 28 | 29 | 30 | 31 | 32
PrPC surface inh | 5 | 8 | 5 | -1 | 6 | 1 | 2 | 18
BoNT F protease | -2 | -2 | -65 | -2 | 0 | -2 | 3 | -15
GDH-TPI inh | -2 | 7 | 4 | 3 | 4 | -1 | 5 | 18
FadD28 FP inh | -5.5 | -2.0 | 0.1 | -0.5 | -1.1 | -1.1 | -0.1 | 0.2
BioA inh | -1.4 | -3.3 | 1.8 | -0.7 | 1.5 | -0.7 | 3.9 | -1.8
UGM FP inh | 0.2 | -2.2 | 1.2 | -2.6 | 1.3 | 4.3 | 3.3 | 2.8
BoNT-A LC inh2 | 0.6 | 0.1 | -2.6 | -0.7 | 1.7 | -0.1 | 0.5 | 0.3
CCHFV vOTU inh | -2 | 9 | 5 | 5 | 7 | 7 | 3 | 11
FBA Mtb inh | -3 | -1 | 3 | 2 | 1 | -3 | 1 | 0

33) CCO[C@@H]1OC(C(=O)N2CCOCC2)=C[C@H](C2CC2)[C@H]1CCCO
34) CC(=O)c1ccc(S(=O)(=O)N2CCN(c3nn(C)c(=O)n(C)c3=O)CC2)cc1
35) CCN(CC)CC(O)c1ccc2ccc3ccc(O)cc3c2c1 (stereo not drawn)
36) COc1ccc(-c2ccc(NC(=O)c3ccc(Br)o3)cc2)nn1
37) C=CCN(CC=C)Cc1c(C)[nH]c2c(C)c(C)ccc2c1=O
38) CSc1cccc(NC(=O)CSc2ccc(Cl)cc2)c1
39) O=C(N/N=C1\CC2CC=CC12)c1ccc(COc2ccccc2)cc1 (stereo not drawn)
40) Cc1cc(C)c(OCCN2CCCC2)c(Cl)c1
Assay by compound | 33 | 34 | 35 | 36 | 37 | 38 | 39 | 40
PrPC surface inh | -4 | 5 | -8 | 7 | -15 | 11 | 11 | 2
BoNT F protease | 2 | -10 | -5 | 0 | 30 | -11 | -4 | nt
GDH-TPI inh | 14 | -1 | 0 | 27 | 10 | 0 | 5 | 10
FadD28 FP inh | -0.4 | -4.7 | -3.8 | -1.2 | -0.3 | -2.1 | -0.8 | -0.1
BioA inh | -0.9 | -1.8 | 0.7 | -1.0 | nt | -0.9 | -2.8 | 0.8
UGM FP inh | 3.5 | nt | nt | 3.2 | 1.9 | -1.2 | -0.8 | 2.4
BoNT-A LC inh2 | 0.0 | -2.3 | 0.1 | -4.0 | 3.1 | -0.5 | 1.1 | nt
CCHFV vOTU inh | -9 | 8 | 16 | -8 | -8 | 6 | 1 | 11
FBA Mtb inh | 9 | -1 | 9 | 1 | 0 | 0 | -1 | 0

41) COC(=O)c1ccccc1NC(=O)c1ccc2c(c1)C(=O)N(Cc1ccco1)C2=O
42) CN(C(=O)COC(=O)CSc1cc(Cl)ccc1Cl)c1c(N)n(Cc2ccccc2)c(=O)[nH]c1=O
43) CC(=O)C[C@H]1c2ccccc2S(=O)(=O)N1C1CCCC1
44) O=C(O)CC(C(=O)OCCOc1ccccc1)N1CCOCC1 (stereo not drawn)
45) O=C(CCNS(=O)(=O)c1cccs1)NCc1ccccc1
46) CCCc1cc(C(=O)Cc2ccc(C(=O)OCC)o2)c(O)cc1O
47) Cc1cccc(/C=c2\s/c(=C\C(=O)C(C)(C)C)[nH]c2=O)c1
48) O=C(NCCc1ccccc1)C1CCN(S(=O)(=O)c2ccccc2)CC1
49) COc1cc(OC)c(C=CC(=O)c2ccccc2O)c(OC)c1
50) CCOCN(C(=O)CCl)c1c(C)cccc1CC
51) COc1cc2c(cc1OC)C(c1cc(OC)c(OC)c(OC)c1)NCC2 (stereo not drawn)
Assay by compound | 41 | 42 | 43 | 44 | 45 | 46 | 47 | 48 | 49 | 50 | 51
PrPC surface inh | 2 | -2 | -4 | 2 | -13 | 5 | 5 | -2 | -5 | 2 | -3
BoNT F protease | 1 | -10 | -4 | -13 | 6 | 3 | 1 | 9 | -13 | -10 | -13
GDH-TPI inh | 5 | -6 | -6 | 8 | 3 | 23 | 15 | -5 | 8 | 4 | -9
FadD28 FP inh | -1.3 | -2.6 | -2.6 | -3.0 | 0.6 | -1.1 | -3.9 | -0.3 | -0.7 | -1.8 | -5.3
BioA inh | -1.0 | -0.1 | 1.7 | -1.3 | 1.5 | -1.3 | nt | -0.1 | -1.6 | -2.3 | -1.9&0.1
UGM FP inh | -0.5 | nt | -1.4 | 0.9 | 3.3 | 1.9 | -1.2 | -2.0 | nt | nt | 0.7
BoNT-A LC inh2 | -0.3 | -4.3 | 0.3 | -2.1 | 0.3 | 1.2 | 0.1 | -0.2 | -0.1 | -1.5 | 0.0
CCHFV vOTU inh | 14 | 2 | 8 | 4 | 3 | 20 | 16 | -8 | 8 | -2 | -11
FBA Mtb inh | 3 | -2 | -2 | -1 | 2 | -5 | 0 | 1 | 1 | -1 | 0
